Pf Dd2 growth = P. falciparum Dd2 growth inhibition; SYBR Green, 72 h; hits give low values; activity change, % at 10 µM; 94,000 compounds, 2.3% hits; in the data active = activity change below about -80%; inconclusive = no clear call, values can overlap the other calls
C diff HTS = inhibitors of Clostridium difficile growth | Clostridium difficile clinical isolate growth, OD600, 24 h; hits give low values | growth activity, negative = inhibition, % at 16 µg/mL (by protocol) | 86,000 compounds, 0.25% hits | AID 1259249;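 active = mean growth activity at or below -80% and every replicate also at or below -80%; inconclusive = mean at or below -80% but some replicate above -80%; inactive = mean growth activity above -80%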;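 also: 0% = DMSO wells and -100% = levofloxacin 16 µg/mL wells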
GASC1 inh = blocks human GASC-1 (KDM4C) demethylase activity; Q9H3R0; GST-KDM4C 2-372, H3K9me3 peptide, LANCE TR-FRET; inhibition, % at 12.5 µM; 96,000 compounds, 0.15% hits; AID 720574;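 active = mean replicate inhibition above about 25%, with at least 55% of replicates also reaching it, limit read from the data, passing the limit was not always enough; inconclusive = only one of those two conditions met; inactive = neither condition met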
Target sequence (Q9H3R0 2-372 limits assumed): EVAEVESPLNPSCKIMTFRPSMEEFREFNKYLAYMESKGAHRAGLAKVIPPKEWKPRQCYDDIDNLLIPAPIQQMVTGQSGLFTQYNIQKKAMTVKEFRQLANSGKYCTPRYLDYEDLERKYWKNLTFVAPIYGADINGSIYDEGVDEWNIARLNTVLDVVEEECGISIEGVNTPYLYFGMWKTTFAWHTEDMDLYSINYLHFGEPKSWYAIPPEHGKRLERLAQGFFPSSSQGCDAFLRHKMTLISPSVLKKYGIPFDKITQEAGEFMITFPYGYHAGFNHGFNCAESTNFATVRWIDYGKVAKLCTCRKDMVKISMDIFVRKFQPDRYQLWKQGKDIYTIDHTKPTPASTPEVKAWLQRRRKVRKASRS
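Test system – GST-tagged GASC-1 (JMJD2C) catalytic fragment, aa 2-372 · Medium – HEPES buffer, pH 7.5, plus ascorbate · Reagent – H3K9me3 peptide with Fe(II)/2OG · Compound – one test concentration per compound · Timing – 30 min reaction, 60 min detection, RT · Technique – TR-FRET with Eu antibody and ULight streptavidin, EDTA stop · Read-out basis – inhibition from TR-FRET ratio decrease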
T cruzi growth = blocks T. cruzi growth in NIH3T3 culture; T. cruzi beta-gal in NIH3T3, GalScreen luminescence, 90 h; inhibition, % at 8.34 µM; 77,000 compounds, 5.9% hits;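 active = mean inhibition above about 93%, with at least 55% of replicates each passing it, limit read from the data, passing the limit was not always enough; inconclusive = only one of those two conditions holds; inactive = neither condition holds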
* hit, by the source's call; u = inconclusive; x = no result given; & = joins results of further samples. An unsorted share of the library; overall some 7.2% were active at least once.

1. CCCNC(=O)N1C[C@H](C)[C@@H](OC)CN(C)C(=O)c2ccc(NS(=O)(=O)CC(F)(F)F)cc2OC[C@H]1C
2. CN1C(=O)c2cc(NC(=O)C3CCOCC3)ccc2OC[C@@H]2O[C@H](CC(=O)NCCc3ccncc3)CC[C@@H]21
3. CO[C@@H]1CN(C)C(=O)c2ccc(NC(=O)C3CC3)cc2OC[C@H](C)N(C(=O)c2ccccc2F)C[C@H]1C
4. CCCNC(=O)C[C@@H]1CC[C@H]2[C@H](COc3ccc(NC(=O)C4CCCC4)cc3C(=O)N2C)O1
5. CNC[C@@H]1Oc2ccc(NC(=O)Nc3ccc4c(c3)OCO4)cc2C(=O)N([C@H](C)CO)C[C@H]1C
6. C[C@H](CO)N1C[C@H](C)[C@@H](CN(C)S(=O)(=O)c2cccs2)Oc2ccc(N(C)C)cc2CC1=O

Compound	1	2	3	4	5	6
Pf Dd2 growth	15	x	17	-4	0	-11
C diff HTS	x	-4	x	-4	-1	0
GASC1 inh	-1.4	-1.4	-1.1	0.6	0.6	1.4
T cruzi growth	4	-45	9	-7	0	7

7. CCNC(=O)C[C@H]1CC[C@@H]2[C@H](COC[C@H](O)CN2C(=O)C2CC2)O1
8. C[C@@H]1CCCCO[C@@H](CN(C)Cc2ccc(Cl)c(Cl)c2)[C@@H](C)CN([C@H](C)CO)C(=O)c2cc(NC(=O)Cc3ccccc3)ccc2O1
9. CCCNC(=O)C[C@H]1CC[C@@H]2[C@@H](COc3ccc(NC(=O)c4cccc(C(F)(F)F)c4)cc3C(=O)N2C)O1
10. O=C(C[C@@H]1CC[C@@H]2[C@H](COC[C@H](O)CN2Cc2nccs2)O1)N1CCC(Cc2ccccc2)CC1
11. COc1ccc(CN(C)C[C@@H]2Oc3ccc(NS(=O)(=O)c4cn(C)cn4)cc3C(=O)N([C@@H](C)CO)C[C@@H]2C)cc1
12. CC(=O)N1[C@H](CO)[C@@H](c2ccc(-c3cccc(F)c3)cc2)[C@@H]1CNC(=O)C1CC1

Compound	7	8	9	10	11	12
Pf Dd2 growth	6	-39	-8	x	4	10
C diff HTS	-2	8	2	19&1	5	-12
GASC1 inh	0.9	11	-1.4	1.4	0.0	2.1
T cruzi growth	-2	94	29	54	20	10

13. COC(=O)C[C@H]1C[C@@H]2c3cc(NC(=O)NC4CCCCC4)ccc3O[C@@H]2[C@H](CO)O1
14. C[C@H](CO)N1C[C@H](C)[C@@H](CN(C)C(=O)Nc2ccccc2)Oc2ccc(NS(=O)(=O)c3ccccc3)cc2CC1=O
15. O=C(C[C@@H]1CC[C@H]2[C@@H](COC[C@H](O)CN2Cc2ccc3c(c2)OCO3)O1)Nc1ccc(-c2ccccc2)cc1
16. CC(C)NC(=O)N(C)C[C@H]1Oc2ccc(NS(=O)(=O)c3ccc(Cl)cc3)cc2CC(=O)N([C@H](C)CO)C[C@@H]1C
17. C[C@@H]1CN([C@H](C)CO)C(=O)c2cc(NS(=O)(=O)c3cccs3)ccc2O[C@@H]1CN(C)C(=O)Nc1cccc2ccccc12
18. COc1ccc(S(=O)(=O)Nc2ccc3c(c2)C(=O)N([C@H](C)CO)C[C@H](C)[C@@H](CN(C)S(C)(=O)=O)OCCCC[C@@H](C)O3)cc1

Compound	13	14	15	16	17	18
Pf Dd2 growth	15	-34	-50	14	26	20
C diff HTS	x	-1	84&38	2	x	6
GASC1 inh	-1.0	0.3	-0.7	1.1	-0.1	0.3
T cruzi growth	4	-14	u	16	24	50

19. CNC[C@@H]1Oc2ccc(N)cc2C(=O)N([C@H](C)CO)C[C@H]1C
20. CNC[C@@H]1Oc2ccc(NS(=O)(=O)c3cn(C)cn3)cc2CC(=O)N([C@H](C)CO)C[C@@H]1C
21. COc1cccc(C#Cc2ccc3c(c2)O[C@H](CN(C)C(=O)c2ccccn2)[C@H](C)CN([C@@H](C)CO)S3(=O)=O)c1
22. COc1ccc2c3c([nH]c2c1)[C@@H](CO)N(C(=O)C1CCCCC1)CC31CN(C(=O)c2ccncc2)C1
23. CCCNC(=O)N(C)C[C@@H]1Oc2ncc(-c3ccccc3)cc2C(=O)N([C@@H](C)CO)C[C@H]1C
24. CC(C)NC(=O)Nc1ccc2c(c1)C(=O)N([C@H](C)CO)C[C@@H](C)[C@H](CN(C)C(=O)Nc1ccc(C(F)(F)F)cc1)OCCCC[C@@H](C)O2

Compound	19	20	21	22	23	24
Pf Dd2 growth	14	6	-71	-63	33	-53
C diff HTS	12	0	2	0	2	8
GASC1 inh	0.5	-0.5	0.6	x	-0.7	-0.4
T cruzi growth	22	98*	116*	x	51	89

25. COCC(=O)Nc1ccc2c(c1)OC[C@H](C)N(Cc1ccccc1)C[C@@H](C)[C@@H](OC)CN(C)C2=O
26. O=C(C1CCOCC1)N1CC(=O)N2[C@@H](CO)[C@H](c3ccc(C4=CCCC4)cc3)[C@@H]2C1
27. COC(=O)C[C@@H]1C[C@@H]2c3cc(NC(=O)CC4CC4)ccc3O[C@@H]2[C@@H](CO)O1
28. C[C@H]1CN([C@@H](C)CO)C(=O)c2cccc(NC(=O)Nc3ccc4c(c3)OCO4)c2O[C@@H]1CN(C)C(=O)NC1CCCCC1
29. CO[C@@H]1CN(C)C(=O)c2ccc(NS(=O)(=O)c3ccc(Cl)cc3)cc2OC[C@H](C)N(C)C[C@H]1C
30. C[C@H]1CCCCO[C@H](CN(C)Cc2ccc3c(c2)OCO3)[C@@H](C)CN([C@@H](C)CO)C(=O)c2cc(NC(=O)Nc3cccc4ccccc34)ccc2O1

Compound	25	26	27	28	29	30
Pf Dd2 growth	-20	-30	13	0	-9	-76
C diff HTS	0	38	-1	1	x	22
GASC1 inh	1.4	0.3	-2.9	1.2	0.0	-3.3
T cruzi growth	-44	x	8	-49	-57	64

31. C[C@@H]1CN([C@H](C)CO)C(=O)c2cc(NS(=O)(=O)c3cccs3)ccc2O[C@@H]1CN(C)Cc1ccc2c(c1)OCO2
32. COc1ccc2c3c(n(C)c2c1)[C@@H](CO)N(S(=O)(=O)c1cn(C)cn1)CC31CCN(C)CC1
33. CNC(=O)C[C@@H]1CC[C@@H]2[C@H](COc3ccc(NC(=O)c4ccccc4F)cc3C(=O)N2C)O1
34. COc1ccc2c3c(n(C)c2c1)[C@@H](CO)N(Cc1ccccc1Cl)CC31CN(C(=O)CC2CC2)C1
35. O=C(Nc1ccc(C(F)(F)F)cc1)N[C@H]1CC[C@@H](CCn2cc(C3(O)CCCC3)nn2)O[C@@H]1CO
36. COc1cccc(S(=O)(=O)N(C)C[C@@H]2Oc3ncc(C#Cc4ccc(F)cc4)cc3C(=O)N([C@H](C)CO)C[C@@H]2C)c1

Compound	31	32	33	34	35	36
Pf Dd2 growth	16	-12	-2	-78	-13	-54
C diff HTS	x	-4	17	22	2	-2
GASC1 inh	0.5	x	3.3	0.4	-0.3	-5.7
T cruzi growth	-23	x	3	x	-10	108*

3 entries from above, sorted by the number in GASC1 inh, ascending.
cpd | Compound | C diff HTS | GASC1 inh | T cruzi growth
26 | O=C(C1CCOCC1)N1CC(=O)N2[C@@H](CO)[C@H](c3ccc(C4=CCCC4)cc3)[C@@H]2C1 | 38 | 0.3 | x
5 | CNC[C@@H]1Oc2ccc(NC(=O)Nc3ccc4c(c3)OCO4)cc2C(=O)N([C@H](C)CO)C[C@H]1C | -1 | 0.6 | 0
10 | O=C(C[C@@H]1CC[C@@H]2[C@H](COC[C@H](O)CN2Cc2nccs2)O1)N1CCC(Cc2ccccc2)CC1 | 19&1 | 1.4 | 54

Next entries:
37. CCC(=O)N1[C@@H](CO)[C@@H]2c3ccccc3N(S(=O)(=O)c3ccccc3C)C[C@@H]21
38. C[C@H]1CN([C@@H](C)CO)C(=O)c2cccc(NC(=O)NC3CCCCC3)c2O[C@H]1CN(C)C(=O)Nc1cccc2ccccc12
39. Cc1ccc(S(=O)(=O)N(C)C[C@H]2OCCCC[C@@H](C)Oc3ccc(NC(=O)CCCCCC(=O)Nc4ccccc4N)cc3C(=O)N([C@H](C)CO)C[C@@H]2C)cc1
40. Cc1noc(C)c1S(=O)(=O)Nc1ccc2c(c1)C(=O)N([C@H](C)CO)C[C@H](C)[C@@H](CN(C)S(=O)(=O)c1ccc(Cl)cc1)OCCCC[C@H](C)O2
41. Cc1noc(C)c1NC(=O)N(C)C[C@H]1Oc2ccc(NC(=O)Nc3ccc(F)cc3)cc2C(=O)N([C@@H](C)CO)C[C@H]1C
42. CC(C)NC(=O)Nc1ccc2c(c1)CC(=O)N([C@@H](C)CO)C[C@@H](C)[C@@H](CN(C)Cc1ccc(C(=O)Nc3ccccc3N)cc1)O2

Compound	37	38	39	40	41	42
Pf Dd2 growth	0	-4	-87*	-42	13	-28
C diff HTS	-3	-5	-2	8	1	5
GASC1 inh	-3.5	1.7	-0.3	-0.8	0.0	-0.8
T cruzi growth	13	64	x	77	9	x

43. O=C(Nc1cccc(F)c1)N1CCCCN2[C@H](CO)[C@H](c3ccc(C#Cc4ccccc4)cc3)[C@H]2C1
44. Cc1ccc(S(=O)(=O)N(C)C[C@H]2Oc3ccc(NC(=O)C4CCCCC4)cc3CC(=O)N([C@@H](C)CO)C[C@H]2C)cc1
45. C[C@@H]1CCCCO[C@H](CN(C)C(=O)Cc2ccccc2)[C@@H](C)CN([C@H](C)CO)C(=O)c2cc(NC(=O)Nc3ccc4c(c3)OCO4)ccc2O1
46. OC[C@@H]1[C@@H](c2ccc(C#Cc3cccnc3)cc2)[C@@H]2CN(Cc3ccccc3F)CCCCN12
47. C[C@@H]1CN([C@@H](C)CO)C(=O)c2cc(NC(=O)c3ccncc3)ccc2O[C@@H]1CN(C)C(=O)Nc1ccccc1
48. N#C[C@@H]1[C@@H](c2ccc(C3=CCCC3)cc2)[C@@H](CO)N1C(=O)NC1CCCC1

Compound	43	44	45	46	47	48
Pf Dd2 growth	-63	-39	-40	-63	-2	27
C diff HTS	19	-1	6	-3	0	-6
GASC1 inh	-1.9	-0.7	0.4	-1.4	0.5	5.2
T cruzi growth	71	34	29	112*	x	-17

49. C[C@@H]1CN([C@@H](C)CO)C(=O)c2cccc(NC(=O)C3CCCCC3)c2O[C@H]1CN(C)S(=O)(=O)c1ccccc1
50. C[C@@H]1CN([C@@H](C)CO)C(=O)c2cc(-c3cccc(F)c3)cnc2O[C@H]1CN(C)C(=O)Nc1cc(F)ccc1F
51. CCCNC(=O)[C@H]1[C@H](CO)[C@H]2Cn3c(cccc3=O)[C@@H]1N2CCC(F)(F)F
52. O=C(Nc1cccc(F)c1)N1CC(=O)N2[C@H](CO)[C@@H](c3ccc(Br)cc3)[C@H]2C1
53. CCNC(=O)C[C@H]1CC[C@H]2[C@H](COc3ccc(NC(=O)Nc4cccc(C)c4)cc3C(=O)N2C)O1
54. NCC[C@@H]1CC[C@@H](NC(=O)C2CCCC2)[C@H](CO)O1

Compound	49	50	51	52	53	54
Pf Dd2 growth	-52	-70	x	-5	-8	-6
C diff HTS	0	-12	-3	41	1	2
GASC1 inh	4.7	-2.5	-1.3	-1.5	-0.3	-3.5
T cruzi growth	39	71	2	x	-8	x

55. CN1c2ccc(Br)cc2[C@@H]2[C@@H](CCN2C(=O)C2CC2)[C@H]1CO
56. CO[C@@H]1CN(C)C(=O)c2ccc(NC(=O)c3ccccc3F)cc2OC[C@H](C)N(CC2CC2)C[C@@H]1C
57. C/C=C/c1ccc2c(c1)O[C@@H](CN(C)C(=O)Nc1ccc(OC)cc1)[C@@H](C)CN([C@@H](C)CO)S2(=O)=O
58. C[C@H](CO)N1C[C@H](C)[C@H](CN(C)Cc2ccc(Oc3ccccc3)cc2)Oc2ccc(NS(=O)(=O)c3ccccc3)cc2C1=O
59. CCCNC(=O)N(C)C[C@H]1Oc2ncc(-c3ccc(C(=O)N(C)C)cc3)cc2C(=O)N([C@@H](C)CO)C[C@@H]1C
60. CN1C(=O)c2cc(NC(=O)C3CCC3)ccc2OC[C@@H]2O[C@H](CC(=O)NCCc3ccncc3)CC[C@H]21

Compound	55	56	57	58	59	60
Pf Dd2 growth	-47	-7	-30	3	4	-4
C diff HTS	-4	1	5	52	5	-4
GASC1 inh	3.3	0.8	0.6	1.4	-2.5	-1.4
T cruzi growth	61	24	47	55	x	x

61. CCC(=O)N1CCC2(CC1)CN(C(=O)CN1CCOCC1)[C@H](CO)c1[nH]c3cc(OC)ccc3c12
62. CCC(=O)N1CC2(CN(S(C)(=O)=O)C2)c2c(n(C)c3cc(OC)ccc23)[C@@H]1CO
63. CCCNC(=O)N(C)C[C@@H]1Oc2cc(C3=CCCC3)ccc2S(=O)(=O)N([C@@H](C)CO)C[C@@H]1C
64. CCC(=O)N1C[C@H](C)[C@@H](OC)CN(C)C(=O)c2cc(NC(=O)C3CCOCC3)ccc2OC[C@@H]1C

Compound	61	62	63	64
Pf Dd2 growth	16	11	-6	16
C diff HTS	7	-4	3	x
GASC1 inh	0.0	0.1	0.3	2.2
T cruzi growth	x	x	x	x
